PLCg1 inh – PLC-gamma1 enzyme inhibitors, primary screen, biochemical, fluorescence, purified enzyme | fluorogenic substrate | inhibition, % at 12.2 µM | 370,000 compounds, 0.84% hits | AID 720700, 2013; in the data active = inhibition above about 9.5%
ASAP1 inh – inhibitors of human ASAP1 ArfGAP activity, primary screen, biochemical, fluorescence polarization; Arf-GAP with SH3 domain, ANK repeat and PH domain-containing protein 1 (Homo sapiens), …; ASAP1-stimulated ARF1 GTP hydrolysis, GDP FP detection; inhibition, % at 16.5 µM; 360,000 compounds, 0.19% hits; in the data active = inhibition above about 25%;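 note: 0% = vehicle with enzyme and substrate and 100% = no enzyme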
Target sequence (Q9ULH1 325-724 limits assumed): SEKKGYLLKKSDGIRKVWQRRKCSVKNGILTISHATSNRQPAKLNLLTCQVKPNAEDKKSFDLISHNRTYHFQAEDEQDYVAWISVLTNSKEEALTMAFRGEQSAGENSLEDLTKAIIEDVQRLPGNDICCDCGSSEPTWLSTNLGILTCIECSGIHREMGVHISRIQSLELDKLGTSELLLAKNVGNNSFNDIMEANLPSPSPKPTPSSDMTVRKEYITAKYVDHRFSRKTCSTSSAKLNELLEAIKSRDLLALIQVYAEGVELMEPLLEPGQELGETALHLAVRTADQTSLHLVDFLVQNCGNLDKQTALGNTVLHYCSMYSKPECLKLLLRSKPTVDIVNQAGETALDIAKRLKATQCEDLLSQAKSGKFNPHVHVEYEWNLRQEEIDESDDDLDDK
PLCb3 inh – human PLC-beta3 inhibitors, primary screen, biochemical, fluorescence. Purified PLC-beta3, fluorogenic substrate. 370,000 compounds, 0.18% hits. inhibition, % at 12.2 µM. AID 720704, 2013. 1-phosphatidylinositol 4,5-bisphosphate phosphodiesterase beta-3 (Homo sapiens), Q01970; in the data active = inhibition above about 11%;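 note: 0% = median of compound wells on plate and 100% = full blocker control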
ARFGAP1 inh – inhibitors of rat ARFGAP1 GAP activity, primary screen, biochemical, fluorescence polarization, GDP tracer; Arfgap1-stimulated ARF1 GTP hydrolysis, GDP FP detection; inhibition, % at 16.5 µM; ADP-ribosylation factor GTPase-activating protein 1 (Rattus norvegicus), Q62848; AID 651572, 2012; 360,000 compounds, 0.26% hits;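 active = inhibition above a per-plate limit, mean inhibition of low control wells plus 3 SD, cut at about 25% in these data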;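 note: 0% = DMSO wells with enzyme and 100% = wells lacking Arfgap1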
Target sequence (Q62848 1-136 limits assumed): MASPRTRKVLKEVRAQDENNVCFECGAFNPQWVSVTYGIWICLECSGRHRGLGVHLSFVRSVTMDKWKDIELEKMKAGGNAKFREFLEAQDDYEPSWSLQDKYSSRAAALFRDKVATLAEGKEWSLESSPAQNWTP
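Material: rat Arfgap1 catalytic domain, aa 1-136; also added: human ARF1(Δ1-17)-GTP substrate; compound dosing: one concentration, 16.5 µM, DMSO 1.26%; incubation: GTP hydrolysis reaction 2 h at 25 °C; measured by: Tracer-displacement fluorescence polarization with EDTA stop, 620/688 nm; evaluation: % inhibition from polarization; repeats: one replicate per compound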
MBD2 DNA inh – inhibitors of MBD2 binding to methylated DNA, primary screen, biochemical, TR-FRET, DNA-binding domain, human; AID 686964, 2013; MBD2 binding to methylated oligonucleotide; 370,000 compounds, 0.31% hits; inhibition, % at 4.4 µM; Methyl-CpG-binding domain protein 2 (Homo sapiens), Q9UBB5; in the data active = inhibition above about 13%
UHRF1 MBD2 ctr – UHRF1 methylated DNA binding inhibitors, primary screen, counter-screen for MBD2 inhibitor project, biochemical, TR-FRET, human UHRF1, single concentration; E3 ubiquitin-protein ligase UHRF1 (Homo sapiens), Q96T88; UHRF1 binding to methylated oligo; inhibition, % at 4.4 µM; 370,000 compounds, 0.75% hits; in the data active = inhibition above about 21%;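 note: UHRF1 SRA domain binding a hemimethylated CpG hairpin DNA probe; 0% = median of test compound wells and 100% = reference inhibitor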
ADAM17 inh – ADAM17 inhibitors, primary screen, biochemical, QFRET; 370,000 compounds, 0.83% hits; inhibition, % at 6.95 µM; Disintegrin and metalloproteinase domain-containing protein 17 (Homo sapiens), P78536; recombinant ADAM17, EDANS/DABCYL FRET peptide cleavage;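 active = inhibition above the mean of compounds lying between control limits plus 3 SD, set per campaign, cut at about 8.5% in these data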;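 note: 0% = DMSO-only wells as the low control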
KLK7 zymogen act – proKLK7 zymogen activators, primary screen, biochemical, fluorescence intensity; Kallikrein-7 (Homo sapiens), P49862; purified proKLK7, EDANS-DABCYL substrate fluorescence; 100% is mature enzyme control, 0% vehicle; activation, % at 7 µM; 370,000 compounds, 0.9% hits; AID 652039, 2013;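 active = activation above the mean of all tested compounds plus 3 SD, computed per campaign excluding outliers beyond control limits, cut at about 13% in these data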
DDE Tn7 FP inh – inhibitors of Tn7 peptide binding to fibrin DD(E), primary screen, biochemical, fluorescence polarization, human fibrin, Tn7 probe | FP displacement of FITC-Tn7 peptide from fibrin DD(E); 0% = median of compound wells per plate | 370,000 compounds, 0.13% hits | Fibrinogen beta chain (Homo sapiens), P02675 | inhibition, % at 8.3 µM;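 active = inhibition above the mean of compounds falling within the control limits plus 3 SD of them, cut at about 14% in these data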;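 note: 0% = plate median of compound wells and 100% = 10 µM Aha-Tn7 peptide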
Target sequence (P02675 whole entry, looked up): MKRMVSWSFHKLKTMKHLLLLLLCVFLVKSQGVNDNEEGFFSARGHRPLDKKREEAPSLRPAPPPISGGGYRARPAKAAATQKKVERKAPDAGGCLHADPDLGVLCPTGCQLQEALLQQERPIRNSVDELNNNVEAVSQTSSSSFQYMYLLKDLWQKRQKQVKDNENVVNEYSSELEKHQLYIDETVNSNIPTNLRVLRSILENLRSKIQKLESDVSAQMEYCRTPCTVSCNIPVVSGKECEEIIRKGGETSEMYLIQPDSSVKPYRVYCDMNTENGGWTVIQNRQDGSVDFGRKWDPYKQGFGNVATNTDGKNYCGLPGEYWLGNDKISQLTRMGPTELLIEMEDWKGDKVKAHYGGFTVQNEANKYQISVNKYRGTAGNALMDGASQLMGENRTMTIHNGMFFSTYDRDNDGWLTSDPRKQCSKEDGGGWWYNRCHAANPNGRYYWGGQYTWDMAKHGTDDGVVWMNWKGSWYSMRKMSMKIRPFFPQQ
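assay system = human clot-derived fibrin DD(E) complex | quantity = Fibrin-DD(E) at 2 µM final | timing = 10 min preincubation, 3 h with tracer, room temperature | signal = fluorescence polarization | measure = percent inhibition | benchmarks = high control wells with 10 µM unlabelled Aha-Tn7 peptide (full inhibition) | replicates = singlicate testing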
Tn6 DDE FP – inhibitors of Tn6 peptide binding to fibrin DD(E), primary screen, biochemical, fluorescence polarization, human fibrin, Tn6 probe; Fibrin DD(E) TRITC-Tn6 fluorescence polarization displacement; 370,000 compounds, 0.21% hits; inhibition, % at 8.3 µM;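 active = inhibition above a per-campaign cutoff: mean of compounds within control limits plus 3 SD, cut at about 15% in these data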;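 note: 0% = median of all compound wells on the plate and 100% = blocking peptide control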
* hit, by the source's call; . = not tested or not shown.

SMILES	PLCg1 inh	ASAP1 inh	PLCb3 inh	ARFGAP1 inh	MBD2 DNA inh	UHRF1 MBD2 ctr	ADAM17 inh	KLK7 zymogen act	DDE Tn7 FP inh	Tn6 DDE FP
Cc1ccc(/C=C2\SC(=S)N(CCCC(=O)N3CCOCC3)C2=O)cc1	-2	-3	-4	3	3	1	-4	-0.2	0	2
COc1cc(C(=O)NNC(=O)CNC(=O)C2CCCCC2)ccc1OC(C)C	2	2	0	8	-3	2	-2	0.6	-6	0
COc1ccccc1NC(=O)CN1CCN(c2ccc(Cl)cc2)CC1	5	2	1	-2	-5	-1	1	0.8	3	0
COc1ccc(-c2noc(CCC(=O)Nc3cc(OC)ccc3OC)n2)cc1	-2	6	3	14	4	2	1	-0.2	-4	-6
CCC(=O)Nc1cc(C(=O)O)ccc1Sc1ccc(C)cc1	-2	-3	-1	4	6	5	0	-0.4	0	-3
CN1C(=O)c2ccc(C(=O)Nc3ccc(Br)cn3)cc2C1=O	4	3	-3	-11	-10	-1	0	-0.1	-3	-6
Cc1ccccc1OCC(=O)OCC(=O)Nc1ccc2c(c1)OCCO2	-2	-2	-5	0	2	13	0	0.0	-2	0
c1ccc(-c2nc3ccccn3c2-c2ccccc2)cc1	-19	-1	-29	-20	6	1	-62	-1.5	-5	0
O=C(CSc1nnc(-c2ccc(F)cc2)c2ccccc12)Nc1cccc(Cl)c1	1	-8	0	-4	0	-4	-2	0.1	0	-4
Cn1c(NN)nc2sc3c(c2c1=O)CC(C)(C)OC3	2	0	-1	10	0	-1	1	0.2	-3	-3
O=c1cc(/C=C/c2c(F)cccc2Cl)[nH]c2ccccc12	-108	0	-127	2	-4	0	-56	3.5	-14	0
CCc1cc(C(=O)N2CCN(S(=O)(=O)c3cc(C)ccc3C)CC2)sc1C	2	-21	-6	0	2	0	-3	-0.1	4	-7
CC(C)(Cc1ccc(O)cc1)NC(=O)SCc1ccccc1	-2	2	-2	0	-6	-1	1	0.4	10	1
Cc1ccc(N(C(=O)CNC(=O)c2ccco2)C(C(=O)NC2CCCC2)c2cccnc2)cc1 (stereo unspecified)	2	-5	0	5	-3	-1	5	0.4	-3	2
Cc1csc2ncc(C(=O)N(Cc3ccccc3)c3ccccn3)c(=O)n12	-1	5	1	-9	2	1	-10	0.0	-4	-5
Cc1cc(NC(=O)c2ccc(Cl)cc2)no1	-2	9	-3	19	3	0	-5	-0.2	4	4
Cc1cccc(CNC(=O)NC2CCCCN(Cc3cccc(Cl)c3)C2=O)c1 (stereo unspecified)	-1	.	0	.	4	2	2	0.1	-3	-6
Cc1ccc(C(=O)NC(CCc2ccccc2)C(=O)O)cc1 (stereo unspecified)	1	2	0	0	8	2	2	0.4	-5	-3
CCS(=O)(=O)c1nc(S(=O)(=O)c2ccc(C)cc2)c(NCc2ccccn2)s1	-1	-9	4	6	3	2	3	-0.1	-8	-1
N=C1C(c2ccccc2)=C(O)CN1NC(=O)c1ccccc1	1	9	1	6	2	3	-3	-0.3	-2	-6
CCCN(CC(=O)Nc1c(C)cccc1CC)C(=O)SCC	0	6	4	-3	0	-2	-2	0.0	-4	10
COCc1c(C(N)=O)nnn1-c1nonc1N	0	3	3	9	1	32*	-1	-0.5	4	1
CCc1nnc(NC(=O)Cn2nnc(-c3ccccc3F)n2)s1	0	-5	-2	-2	1	-1	1	0.1	10	4
COc1ccccc1-c1cccc([C@@H]2C[C@H]3[C@H](CON3C)CN2Cc2ccccc2)c1	0	-10	4	9	0	0	0	0.2	-2	0
CN(C)CCNC(=O)c1ccc(-c2cnn(C)c2)c2ccoc12	-5	-8	-5	-14	-5	2	-37	2.2	-5	1
SMILES	PLCg1 inh	ASAP1 inh	PLCb3 inh	ARFGAP1 inh	MBD2 DNA inh	UHRF1 MBD2 ctr	ADAM17 inh	KLK7 zymogen act	DDE Tn7 FP inh	Tn6 DDE FP
Cc1ccc(S(=O)(=O)/N=C/c2ccco2)cc1	2	-10	-1	4	-10	-3	3	-0.3	4	5
COC(=O)[C@]1(CNC(=O)Nc2ccc(C)c(Cl)c2)CC(=O)N(C)[C@@H]1c1ccccc1	4	.	4	.	2	5	1	-0.4	-1	-5
Cc1ccc(NC(=O)CSc2cccc[n+]2[O-])c([N+](=O)[O-])c1	6	9	-4	8	-3	-1	1	0.7	-1	-4
CCOc1ccc(NC(=O)CN(C)C(=O)c2c(C)noc2C)cc1OCC	3	18	-4	2	2	0	-2	-0.1	2	7
CCOC(=O)CNc1nc(Cl)nc(Nc2ccc(C)cc2)n1	4	7	-6	2	2	1	-3	0.0	1	-8
COc1ccc(C2=NOC(Cn3nc(C(=O)NCc4ccc(C)cc4)cc3-c3ccccc3)C2)cc1 (stereo unspecified)	-1	-4	-1	5	10	-3	-5	0.6	-3	1
CCN(C(=O)Cn1c(=O)oc2cc(S(=O)(=O)N3CCOCC3)ccc21)c1ccccc1	0	11	-3	-9	1	-3	-1	0.1	3	9
NS(=O)(=O)c1ccc(NC(=O)CCC(=O)O)cc1	-2	7	0	-18	-4	0	-5	-0.8	1	13
Cc1ccc(-c2csc(N(CCCN3CCOCC3)C(=O)c3ccco3)n2)cc1	3	0	-3	15	-5	3	3	0.9	-5	1
COc1ccc(CCN2CC34C=CC(O3)C(C(=O)NCc3ccccc3Cl)C4C2=O)cc1OC (stereo unspecified)	5	17	2	0	-4	1	-2	0.1	6	14
COC(=O)c1ccc(CSc2nnc(C)n2N)o1	2	4	4	2	1	1	0	-0.4	2	-3
COc1ccccc1/C=C/C(=O)OCc1nc2ccccc2c(=O)[nH]1	-9	4	-12	8	-3	-1	-14	-0.5	2	2
CCn1c(SCC(=O)NCc2ccco2)nnc1-c1c[nH]c2ccccc12	-1	9	2	2	-3	1	-1	0.4	3	-5
CCCCn1c(=O)[nH]c(=O)c2c1nc(-c1ccc(OCCC)c(OCC)c1)n2CCOC	-7	-10	-12	-5	8	14	-8	-1.4	-5	3
COC(=O)Sc1nc(N2CCOCC2)c2c(c1C#N)CC(C)(C)OC2	-1	7	-3	1	4	0	-3	1.0	4	-1
Cc1ccc(NC(=O)NCC2CCN(Cc3cccc(Cl)c3)CC2)cc1Cl	2	20	-4	5	-5	2	-2	0.8	1	-1
COCCn1c(SCC(=O)c2c(N)n(C3CC3)c(=O)[nH]c2=O)nnc1-c1cccc(C)c1	-2	0	-4	13	6	-1	-2	-0.1	-10	-7
Cc1onc(-c2ccccc2Cl)c1C(=O)Nc1ccc(CN2CCCC2)cc1	-1	-10	1	-5	4	2	-6	-0.5	4	3
Oc1c(-c2cc(-c3ccco3)[nH]n2)ccc2ccccc12	-13	-8	-17	17	1	3	3	-15	-4	-7
Cc1nn(CC(=O)OCC(=O)c2ccc(OC(F)F)cc2)c(C)c1[N+](=O)[O-]	1	-8	-10	1	4	3	-7	-0.5	-3	-3
CCC(=O)N1c2ccccc2NC2=C(C(=O)CCC2)C1c1ccco1 (stereo unspecified)	-11	-14	-13	-17	0	0	-5	0.1	-3	3
O=C(OCC(=O)C12CC3CC(CC(C3)C1)C2)c1cccnc1	-1	1	4	4	0	1	0	-0.4	2	1
Cc1ccc2nc(SCC(=O)Nc3ccc(C(N)=O)cc3)[nH]c2c1	-1	10	-9	-2	8	4	-2	-0.2	8	-6
CCOC(=O)C1(CCOC)CCN(C(=O)Cc2ccsc2)CC1	3	-14	3	-12	0	-1	0	0.2	4	0
COC(=O)/C(=C(O)\C=C\c1ccccc1[N+](=O)[O-])c1nc2ccccc2[nH]1	-4	9	-13	13	-1	0	1	-0.4	-2	-2

Among those listed so far, three contain two or more sulfur atoms:
SMILES	PLCg1 inh	ASAP1 inh	PLCb3 inh	ARFGAP1 inh	MBD2 DNA inh	UHRF1 MBD2 ctr	ADAM17 inh	KLK7 zymogen act	DDE Tn7 FP inh	Tn6 DDE FP
Cc1ccc(/C=C2\SC(=S)N(CCCC(=O)N3CCOCC3)C2=O)cc1	-2	-3	-4	3	3	1	-4	-0.2	0	2
CCc1cc(C(=O)N2CCN(S(=O)(=O)c3cc(C)ccc3C)CC2)sc1C	2	-21	-6	0	2	0	-3	-0.1	4	-7
CCS(=O)(=O)c1nc(S(=O)(=O)c2ccc(C)cc2)c(NCc2ccccn2)s1	-1	-9	4	6	3	2	3	-0.1	-8	-1

The listing continues.
SMILES	PLCg1 inh	ASAP1 inh	PLCb3 inh	ARFGAP1 inh	MBD2 DNA inh	UHRF1 MBD2 ctr	ADAM17 inh	KLK7 zymogen act	DDE Tn7 FP inh	Tn6 DDE FP
Cc1ccc(-c2nc(-c3nccc4ccccc34)oc2-c2ccccc2)cc1	-43	11	-65	-3	-1	-6	-28	-5.6	-3	6
CC(=O)Nc1ccc(S(=O)(=O)NCC2CCN(C(=O)C(=O)c3cccs3)CC2)cc1	4	-11	0	9	0	-1	-1	0.1	-2	4
Cc1cc(C(C)(C)C)ccc1OC(=O)C1=CC=CN2CCS(=O)(=O)N=C12	-40	-4	-31	-3	-2	2	-4	1.3	3	9
CCC(=O)Nc1cc(Cl)ccc1N1CCN(C(=O)CC)CC1	4	14	-9	0	2	1	-1	-0.6	3	0
CC1=NNC(=O)C1Cc1c(Cl)cccc1Cl (stereo unspecified)	8	-12	-3	7	-3	0	2	0.3	-1	1
CC(=O)Nc1c(I)c(C(=O)N[C@H]2C(O)O[C@H](CO)[C@@H](O)[C@@H]2O)c(I)c(N(C)C(C)=O)c1I (stereo partly specified)	2	9	1	8	3	-1	-4	-0.3	-1	14
C(=C\n1nnc2ccccc21)/c1ccc[nH]1	-19	-5	-31	-6	7	7	-8	-0.7	2	3
Cc1ccc(NC(=O)c2ccccc2N(C)S(=O)(=O)c2ccccc2)c(C)c1	4	-5	4	-2	2	1	4	-0.3	6	9
Cc1nc(-c2ccc(C(=O)Nc3cccc(F)c3)cc2)cs1	3	2	-7	-2	1	-3	-1	-0.3	0	-6
CC(C)[C@H](NC(=O)C1CCC(CNC(=O)[C@@H]2CCCN2C(=O)OC(C)(C)C)CC1)C(=O)O (stereo partly specified)	-2	2	0	7	3	6	0	0.0	7	-4
COc1ccc(S(=O)(=O)Nc2cccc3c2O[C@H](CN(C)S(=O)(=O)c2cccs2)[C@@H](C)CN([C@H](C)CO)C3=O)cc1	4	5	1	-1	0	0	3	-0.1	-7	2
